Screening data (PubChem BioAssay)
TGFb SMAD3 inh = inhibitors of TGF-b signaling. AID 588855. Potency, µM (series often up to 46.1 µM), without a hit: at the top dose activity, negative = inhibition, hits mostly inhibitors. HepG2 CAGA-GFP TGF-b/SMAD3 reporter, GFP fluorescence, 18 h; TGF-beta stimulated, 500 pg/mL final. 410,000 tested, 1.2% active; further: on the % scale 0 is the no-effect control and ±100 the full control effect; nearly all actives have a fitted effect of over 65% in size
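Read-out: total well GFP (ex488/em500-530) summed from mean per-cell fluorescence. Cells: HEPG2 CAGA-GFP, 1% FBS DMEM, 18 h at 37 degrees C with 500 pg/mL final TGF-beta. Unstimulated wells served as the full-inhibition control; stimulated DMSO wells = 0%.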
S2 tox = viability counter-screen for ATXN expression inhibitors; S2 cells (HEK-293 line with an ATXN2-luciferase reporter) viability, CellTiter-Fluor protease fluorescence, 24 h; Potency, µM (top dose mostly 56.7 µM), hits mostly cytotoxic; 400,000 tested, 0.49% active; AID 651635; further: nearly all actives have a fitted effect of over 40% in size
HepG2 tox = HepG2 cytotoxicity, counter-screen for TGF-b inhibitors; 410,000 tested, 0.76% active; Potency, µM (titrated, usually from 46.1 µM), without a hit: at the top dose activity change, negative = cytotoxicity, usual class: cytotoxic; HepG2 CAGA-GFP viability, ATP luminescence, 18 h; further: some results filed as inactive show a strong effect at the top dose
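CellTiter-Glo luminescence gave cytotoxicity after 18 hours at 37 degrees C. The cells were HepG2 CAGA-GFP in 1% FBS DMEM, stimulated with 500 pg/mL TGF-beta after compound addition. %Activity was normalised to no-cell wells (complete cell-killing) and DMSO (no toxicity), and curves were fitted and classified.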
A549 tox = counter-screen for Nrf2 inhibitors: cytotoxicity in A549 cells. A549 ARE-Fluc cells, CellTiter-Fluor viability, 18-24 h. Potency, µM (doses to about 46 µM), for the others: top-dose activity change, negative = cytotoxicity, most hits filed as inhibitors. 390,000 tested, 0.16% active. AID 504648; further: on the % scale 0 is the no-effect control and ±100 the full control effect
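A549 ARE_Fluc cells in 5% FBS OPTI-MEM were exposed to compounds in concentration-response for 18-24 h at 37 deg C. Viability was read by CellTiter-Fluor fluorescence (Ex 405/Em 525) after 30 min, before the luciferase read.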
Nrf2 activator = activates Nrf2 signaling; 410,000 tested, 0.31% active; AREc32 ARE-luciferase reporter (MCF7-derived line), luminescence, 24 h; Potency, µM (titrated, usually from 46.1 µM), for inactives: at the top dose activation, hits mostly activators; further: % of control where 0% means no effect; nearly all actives have a fitted effect of over 65% in size
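Cells of the AREc32 ARE-luciferase line are plated in OPTI-MEM containing 5% FBS and left overnight at 37 deg C. Compounds are pinned in, incubation continues 24 hr, and firefly luciferase signal is then measured.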
EPAC2 antagonist = blocks human EPAC2 exchange factor; Q8WZA2; EPAC2 GEF exchange of Rap1B-BODIPY-GDP, fluorescence; Potency, µM (series often up to 114 µM), inactives show at the top dose activity, negative = inhibition, hits mostly inhibitors; 360,000 tested, 0.18% active; further: on the % scale 0 is the no-effect control and ±100 the full control effect; nearly all actives have a fitted effect of over 45% in size; many of its hits are not listed in these tables
Target sequence (Q8WZA2 whole entry, looked up): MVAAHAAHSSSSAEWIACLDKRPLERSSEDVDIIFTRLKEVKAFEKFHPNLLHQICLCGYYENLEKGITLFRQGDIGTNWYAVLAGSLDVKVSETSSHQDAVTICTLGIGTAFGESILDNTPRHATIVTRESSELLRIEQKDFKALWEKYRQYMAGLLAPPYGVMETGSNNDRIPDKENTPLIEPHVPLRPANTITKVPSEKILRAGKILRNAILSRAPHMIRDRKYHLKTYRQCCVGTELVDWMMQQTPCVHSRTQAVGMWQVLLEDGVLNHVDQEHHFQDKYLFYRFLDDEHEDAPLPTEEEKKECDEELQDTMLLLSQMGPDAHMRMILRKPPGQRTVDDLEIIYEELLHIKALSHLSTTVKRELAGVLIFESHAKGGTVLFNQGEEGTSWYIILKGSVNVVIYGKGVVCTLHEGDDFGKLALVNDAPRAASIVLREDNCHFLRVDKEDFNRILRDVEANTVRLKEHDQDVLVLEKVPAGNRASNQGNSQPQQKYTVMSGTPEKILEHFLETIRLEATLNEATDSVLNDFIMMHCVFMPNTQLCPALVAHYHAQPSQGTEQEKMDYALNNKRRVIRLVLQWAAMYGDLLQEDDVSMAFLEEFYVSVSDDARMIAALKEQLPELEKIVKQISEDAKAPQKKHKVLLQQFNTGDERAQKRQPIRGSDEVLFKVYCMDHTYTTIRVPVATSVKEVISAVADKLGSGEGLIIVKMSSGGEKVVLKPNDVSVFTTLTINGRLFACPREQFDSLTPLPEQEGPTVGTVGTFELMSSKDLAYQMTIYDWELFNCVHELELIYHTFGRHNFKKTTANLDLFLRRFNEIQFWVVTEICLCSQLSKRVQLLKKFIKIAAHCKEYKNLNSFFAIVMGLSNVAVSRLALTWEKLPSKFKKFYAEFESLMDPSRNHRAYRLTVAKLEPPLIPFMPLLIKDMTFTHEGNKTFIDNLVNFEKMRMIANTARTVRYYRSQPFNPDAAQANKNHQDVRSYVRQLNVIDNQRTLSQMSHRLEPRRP
Nrf2 block = blocks Nrf2 signaling; A549 ARE-Fluc reporter, luciferase luminescence, 18-24 h; Potency, µM (top dose mostly 46 µM), without a hit: at the top dose activity change, negative = inhibition, hits mostly inhibitors; 360,000 tested, 2.1% active; AID 504444; further: on the % scale 0 is the no-effect control and ±100 the full control effect; nearly all actives have a fitted effect of over 60% in size
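Nrf2 function is reported as luminescence of an ARE-controlled luciferase in A549 cells. Compounds were tested at several concentrations, and a CellTiter-Fluor read on the same wells flagged cytotoxicity.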
MCF10A rereplic = inducers of DNA re-replication in MCF 10A breast cells. AID 624296. MCF 10A DNA re-replication, Hoechst nuclear intensity, 48 h. 350,000 tested, 2.9% active. Potency, µM (series often up to 46.1 µM), for inactives: at the top dose activity, positive = re-replication, most hits filed as activators; further: % of control where 0% means no effect; nearly all actives have a fitted effect of over 50% in size
ATXN2 expr inh = reduces ATXN2 reporter expression in HEK-293 cells; Potency, µM (highest dose often 57 µM), for inactives: at the highest dose activity change, negative = inhibition, usual class: inhibitors; AID 1745845; HEK-293 ATXN2-luciferase reporter, luminescence, 24 h; 360,000 tested, 0.72% active; further: on the % scale 0 is the no-effect control and ±100 the full control effect; nearly all actives have a fitted effect of over 55% in size
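ATXN2-luciferase reporter cells (luciferase flanked by upstream and downstream ATXN2 gene portions) were treated 24 h at 37 °C with compounds at up to 57 uM. SteadyGlo luminescence gave expression; GF-AFC fluorescence gave viability.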
Numbers without * were called inactive; i = inactive; ? = inconclusive; . = not tested or not shown; & = joins results of further samples; [ ] = remark or other dose. The call rests on the fitted dose curve; in most records, active means well fitted curve in the direction sought with a large enough effect; inconclusive means small, poorly fitted or top-dose-only effect, or another doubt; inactive means no such curve, though single readings can be large; an effect the other way counts as inactive or inconclusive. Potency means the concentration at half of the fitted maximal effect.

Structure	ATXN2 expr inh	MCF10A rereplic	TGFb SMAD3 inh	S2 tox	A549 tox	EPAC2 antagonist	HepG2 tox	Nrf2 activator	Nrf2 block
Cc1ccc(C(=O)NCCc2cc3ccc(C)c(C)c3[nH]c2=O)cc1[N+](=O)[O-]	0%	2%	-15%	i	3%	19%	10%	-0.7%	12%
Cc1cccc(CN2[C@H](COC(=O)Nc3ccccc3)C=CS2(=O)=O)c1	-15%	.	0%	i	.	1%	-4%	-0.8%	.
COc1cc2oc3ccc(C#Cc4ccc(N)cc4)cc3c(=O)c2cc1OC	11%	23µM*	-16%	i	-12%	14%	-37%	4.8%	15µM*
O=C(COC(=O)Cc1ccc(Cl)cc1Cl)NCc1ccco1	.	.	-9%	i	.	3%	-47%	-0.6%	.
Cc1ccc(S(=O)(=O)N2CCCC2CNC(=O)C(=O)Nc2ccc(F)cc2)cc1 (configuration not stated)	0%	?	-8%	i	-8%	-30%	-14%	2.0%	13µM*
Nc1nc(N2CCOCC2)cc(=O)[nH]1	1%	15%	20%	i	-3%	5%	-7%	-1.3%	2%
CC(=O)c1ccc(NC(=O)COc2ccccc2C(=O)Nc2ccccc2)cc1	-19%	14%	2%&7%	?	?	2%	3%&-12%	4.6%	?
CN(CC(=O)Nc1cc(S(=O)(=O)N2CCCCCC2)ccc1Cl)Cc1ccc2c(c1)OCO2	-15%	1%	-15%	i	8%	12%	-17%	2.1%	?
COc1ccc(NC(=O)c2ccc(COc3ccccc3)o2)cc1	18%	?	1%	i	-2%	-6%	-13%	3.1%	3%
Cc1ccc(-n2[nH]c(C)c(/C=C3/C=Nc4ccccc43)c2=O)cc1C	20%	23%	-35%	?	-2%	-11%	1%	5.4%	.
CCCC(C)NC1=NCCCCC1 (configuration not stated)	3%	1%	?	i	-3%	1%	-1%	-0.7%	3%
COc1ccc(C(=O)N/C(=C\c2ccco2)C(=O)NC2CCS(=O)(=O)C2)cc1 (configuration not stated)	0%	-2%	18%	i	2%	-8%	1%	0.2%	-1%
Cc1cccc(NC(=S)NNC(=O)c2nn(C)cc2Cl)c1	8%	0%	-1%	i	-3%	3%	-40%	3.6%	14%
Cc1cc(NC(=O)C(C)SCC(=O)N(C)CC(=O)Nc2ccc(Br)cc2C)no1 (configuration not stated)	-8%	4%	0%	i	7%	-9%	2%	-0.3%	7%
O=C(NCCNc1ccc([N+](=O)[O-])cc1)c1ccccc1Cl	.	.	12%	?	.	3%	-2%	-0.9%	.
O=S(=O)(NCc1ccco1)c1ccc2ccccc2c1	10%	-8%	-4%	i	2%	-6%	-3%	-0.4%	-18%
O=C(c1ccccc1[N+](=O)[O-])N1CCC(Cc2ccccc2)CC1	-23%	-5%	3%	i	0%	6%	-31%	-0.1%	.
CS(=O)(=O)Nc1ccc(-c2n[nH]c(=S)n2-c2ccccc2)cc1	5%	-12%	9%	i	7%	18%	1%	0.7%	8%
COc1ccc(CNC(=O)CCCCCn2c(SCC#N)nc3cc4c(cc3c2=O)OCO4)cc1	-18%	14%	-3%	i	?	6%	-33%	-0.5%	-24%
CCC1CN(C(=O)N2CCC(C(=O)NCCc3ccccc3)CC2)c2ccccc2O1 (configuration not stated)	-12%	2%	1%	i	-7%	2%	-11%	-0.2%	?
CCOc1ccc(Nc2nc3c(S(=O)(=O)c4ccc(C(C)C)cc4)nnn3c3ccsc23)cc1	.	.	?	.	7%	.	-12%	-0.2%	17%
COC(=O)Cc1c(C)c2ccc(OC(C)C)cc2oc1=O	7%	-1%	-9%	i	-1%	-6%	-26%	0.6%	5%
CCCOC(=O)Nc1sc2c(c1C(N)=O)CCCC2	-1%	0%	6%	i	1%	0%	1%	4.4%	24%
Cc1ccc(C(=O)O)cc1S(=O)(=O)N1CCOCC1	-2%	-6%	-16%	i	-3%	7%	-3%	0.0%	1%
CNC(=O)Cn1c(C)cc(=O)c2cccc(C)c21	-14%	0%	24%	?	1%	4%	3%	0.0%	-4%
CCCS(=O)(=O)c1ncc(Cl)c(C(=O)N2CCN(c3ccc(OC)cc3)CC2)n1	.	.	4µM*	.	?	.	4.5µM*	-6.7%	.
COc1ccc(/C=C/C(=O)Nc2nc(-c3cccs3)ns2)cc1OC	.	.	-39%	.	-2%	.	-48%	8.0%	?
COc1ccccc1NC(=O)CCC(=O)c1ccc(-c2ccccc2)cc1	-1%	25%	-38%	i	20%	-3%	-4%	1.4%	15%
Cc1cc(OCCCC(=O)Nc2cccc(-n3cnnn3)c2)ccc1Cl	.	29%	13µM*	?	1%	3%	-16%	5.9%	2%
CCC12CN(C(=O)c3ccco3)CC(CC)(CN(C(=O)c3ccco3)C1)C2=O	-8%	11%	7%	i	0%	0%	3%	0.2%	4%
C=CCn1c(=O)c(C(=O)Nc2ccccc2S(N)(=O)=O)c(O)c2ccccc21	30%	?	-7%	?	-3%	-3%	2%	3.9%	?
O=C(CCNS(=O)(=O)c1cccs1)N1CCN(c2cccc(C(F)(F)F)c2)CC1	-17%	4%	3%	i	-14%	-11%	3%	-0.5%	?
CC1CCCCN1C(=O)COc1ccc2ccc(=O)oc2c1 (configuration not stated)	-14%	-1%	-18%	i	1%	2%	-8%	8.9%	?
CCOC(=O)c1c2c3c(c(Cl)ccc3[nH]c1=O)C(=O)c1ccccc1-2	-7%	?	-17%	?	?	-9%	1%	22%	-7%
COCCNC(=O)CN(C(=O)Cn1nnc2ccccc21)c1ccc(F)c(Cl)c1	-4%	12%	-3%	i	-24%	0%	-2%	0.0%	-21%
COc1ccccc1N(CN1C(=O)c2ccccc2C1=O)C(=O)c1cccnc1	2%	-1%	-6%	i	2%	0%	-4%	-0.9%	.
C[C@@H]1COc2cccc(N3CCC[C@H]3CO)c2S(=O)(=O)N1	14%	.	.	i	.	1%	.	0.0%	.
O=C1NC(C2CC3C=CC2C3)Nc2ccccc21 (configuration not stated)	.	.	3%	i	.	2%	4%	-0.3%	.
COC(=O)CN1C(c2ccc(OC)cc2)=Nc2ccc(Cl)cc2C1c1ccccc1 (configuration not stated)	29%	1%	16%	?	1%	-16%	-2%	-0.9%	3%
COCCN1C(=O)C(=O)/C(=C(/O)c2ccc(S(=O)(=O)N3CCOCC3)cc2)C1c1ccc(O)cc1 (configuration not stated)	7%	-22%	-7%	i	-7%	-14%	10%	-0.8%	-11%
Cc1c(O)ccc2c(CN3CCN(CCO)CC3)cc(=O)oc12	8%	-72%[inhibitor]	-4%	.	?	10%	1%	0.0%	15%
CCCCCCSc1cccc(-c2nc3ccc(C)cn3c2NCc2ccccc2)c1	0%	?	?	?	-10%	-3%	-49%	-1.7%	-9%
O=C(COc1ccc(Cl)cc1[N+](=O)[O-])N1CCCCCC1	12%	-1%	-5%	i	1%	-23%	-12%	-0.2%	0%
Cc1cccc(NC(=O)CSc2nc(=O)n(CCN3CCOCC3)c3c2CCCC3)c1C	44%[activator]	-1%	6%	i	-8%	2%	7%	-0.6%	1%
CCOc1cccc(C(=O)Nc2ccc3oc(Cc4ccc(Cl)cc4)nc3c2)c1	-37%	?	?	?	?	-2%	6%	-0.3%	21µM*
COC(C(=O)Nc1ccc(NC(=O)C(OC)c2ccccc2)cc1)c1ccccc1 (configuration not stated)	3%	-3%	5%	?	2%	3%	1%	-0.9%	11%
CC(NC(=O)CN1CCN(c2ccc(Cl)cc2)CC1)c1ccccc1 (configuration not stated)	?	11%	?	i	-15%	10%	-44%	-0.9%	?
CC(Sc1c[nH]c2ccccc12)C(=O)O (configuration not stated)	4%	8.2µM*	0%	i	2%	7%	1%	-0.5%	-9%
O=C1C2ON(c3ccccc3)C(c3cccnc3)C2C(=O)N1c1ccc(Cl)c(Cl)c1 (configuration not stated)	1%	18%	7%	i	-7%	-5%	6%	-0.9%	1%
Cc1cccc(NC(NC(=O)c2cccnc2)C(Cl)(Cl)Cl)c1 (configuration not stated)	-11%	3%	-16%	i	-2%	-2%	-21%	0.4%	?

By substructure: those above with an aryl methoxy group
Structure	ATXN2 expr inh	MCF10A rereplic	TGFb SMAD3 inh	S2 tox	A549 tox	EPAC2 antagonist	HepG2 tox	Nrf2 activator	Nrf2 block
COc1cc2oc3ccc(C#Cc4ccc(N)cc4)cc3c(=O)c2cc1OC	11%	23µM*	-16%	i	-12%	14%	-37%	4.8%	15µM*
COc1ccc(NC(=O)c2ccc(COc3ccccc3)o2)cc1	18%	?	1%	i	-2%	-6%	-13%	3.1%	3%
COc1ccc(C(=O)N/C(=C\c2ccco2)C(=O)NC2CCS(=O)(=O)C2)cc1 (configuration not stated)	0%	-2%	18%	i	2%	-8%	1%	0.2%	-1%
COc1ccc(CNC(=O)CCCCCn2c(SCC#N)nc3cc4c(cc3c2=O)OCO4)cc1	-18%	14%	-3%	i	?	6%	-33%	-0.5%	-24%
CCCS(=O)(=O)c1ncc(Cl)c(C(=O)N2CCN(c3ccc(OC)cc3)CC2)n1	.	.	4µM*	.	?	.	4.5µM*	-6.7%	.
COc1ccc(/C=C/C(=O)Nc2nc(-c3cccs3)ns2)cc1OC	.	.	-39%	.	-2%	.	-48%	8.0%	?
COc1ccccc1NC(=O)CCC(=O)c1ccc(-c2ccccc2)cc1	-1%	25%	-38%	i	20%	-3%	-4%	1.4%	15%
COc1ccccc1N(CN1C(=O)c2ccccc2C1=O)C(=O)c1cccnc1	2%	-1%	-6%	i	2%	0%	-4%	-0.9%	.
COC(=O)CN1C(c2ccc(OC)cc2)=Nc2ccc(Cl)cc2C1c1ccccc1 (configuration not stated)	29%	1%	16%	?	1%	-16%	-2%	-0.9%	3%

Some of the compounds tested, so the mix of outcomes need not match the whole.
